Nrf2 block = inhibitors of Nrf2 signaling | A549 ARE-Fluc reporter, luciferase luminescence, 18-24 h | Potency, µM (doses to about 46 µM), for the others: at the top dose activity change, negative = inhibition, usual class: inhibitors | actives 2.1% (n = 360,000) | AID 504444; also: % is scaled to controls: 0 for no effect and ±100 for the full control effect; nearly all actives have a fitted effect of over 60% in size
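Nrf2 function is reported as luminescence of an ARE-controlled luciferase in A549 cells. Compounds were tested at several concentrations, and a CellTiter-Fluor read on the same wells flagged cytotoxicity.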
ATXN2 expr inh = ATXN2 expression inhibition; Potency, µM (top dose mostly 57 µM), inactives show at the top dose activity change, negative = inhibition, actives largely listed as inhibitors; HEK-293 ATXN2-luciferase reporter, luminescence, 24 h; actives 0.72% (n = 360,000); also: % is scaled to controls: 0 for no effect and ±100 for the full control effect; nearly all actives have a fitted effect of over 55% in size
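ATXN2-luciferase reporter cells (luciferase flanked by upstream and downstream ATXN2 gene portions) were treated 24 h at 37 °C with compounds at up to 57 uM. SteadyGlo luminescence gave expression; GF-AFC fluorescence gave viability.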
Nrf2 ARE act = activators of Nrf2 (ARE) signaling | AREc32 ARE-luciferase reporter (MCF7-derived line), luminescence, 24 h | Potency, µM (series often up to 46.1 µM), without a hit: at the highest dose activation, hits mostly activators | actives 0.31% (n = 410,000) | AID 624171; also: % of control where 0% means no effect; nearly all actives have a fitted effect of over 65% in size
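Steps: seed AREc32_Fluc cells (1000/well, 5% FBS OPTI-MEM); incubate overnight at 37 deg C; add 23 nL compound; incubate 24 hr; add Steady-Glo; hold 30 min RT; read luminescence.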
EPAC2 antag = blocks human EPAC2 exchange factor; Potency, µM (titrated, usually from 114 µM), for inactives: at the top dose activity, negative = inhibition, hits mostly inhibitors; EPAC2 GEF exchange of Rap1B-BODIPY-GDP, fluorescence; Q8WZA2; AID 720708; actives 0.18% (n = 360,000); also: % is scaled to controls: 0 for no effect and ±100 for the full control effect; nearly all actives have a fitted effect of over 45% in size; many of its hits are not listed in these tables
Target sequence (Q8WZA2 whole entry, looked up): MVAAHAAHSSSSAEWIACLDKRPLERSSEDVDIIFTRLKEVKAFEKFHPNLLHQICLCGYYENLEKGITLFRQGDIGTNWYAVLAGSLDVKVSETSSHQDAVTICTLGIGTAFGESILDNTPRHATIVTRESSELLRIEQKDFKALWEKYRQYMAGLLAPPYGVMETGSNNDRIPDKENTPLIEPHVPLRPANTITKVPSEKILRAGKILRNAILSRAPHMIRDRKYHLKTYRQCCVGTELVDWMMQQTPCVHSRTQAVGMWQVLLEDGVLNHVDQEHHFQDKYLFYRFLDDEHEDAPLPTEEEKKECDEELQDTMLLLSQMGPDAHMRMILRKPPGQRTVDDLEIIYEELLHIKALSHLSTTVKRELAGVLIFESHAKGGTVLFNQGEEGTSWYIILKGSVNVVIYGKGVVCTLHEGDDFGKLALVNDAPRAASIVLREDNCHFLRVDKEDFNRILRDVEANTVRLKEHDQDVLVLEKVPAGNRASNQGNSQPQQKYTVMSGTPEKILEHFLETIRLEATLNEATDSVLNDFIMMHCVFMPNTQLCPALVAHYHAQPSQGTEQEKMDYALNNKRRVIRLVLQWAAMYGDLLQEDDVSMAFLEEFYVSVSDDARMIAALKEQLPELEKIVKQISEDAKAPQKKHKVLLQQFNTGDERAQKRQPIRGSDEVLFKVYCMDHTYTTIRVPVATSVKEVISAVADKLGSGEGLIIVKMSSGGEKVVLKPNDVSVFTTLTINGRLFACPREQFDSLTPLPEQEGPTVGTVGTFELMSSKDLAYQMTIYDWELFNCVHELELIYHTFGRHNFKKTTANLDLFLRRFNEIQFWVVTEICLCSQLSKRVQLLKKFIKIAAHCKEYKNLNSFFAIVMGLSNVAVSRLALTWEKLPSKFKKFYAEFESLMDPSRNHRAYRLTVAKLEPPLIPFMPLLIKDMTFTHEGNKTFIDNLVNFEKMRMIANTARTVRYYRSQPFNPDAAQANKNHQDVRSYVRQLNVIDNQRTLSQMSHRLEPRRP
A549 viability = A549 cytotoxicity, counter-screen for Nrf2 inhibitors; actives 0.16% (n = 390,000); Potency, µM (top dose mostly 46 µM), inactives show at the top dose activity change, negative = cytotoxicity, usual class: inhibitors; AID 504648; A549 ARE-Fluc cells, CellTiter-Fluor viability, 18-24 h; also: % is scaled to controls: 0 for no effect and ±100 for the full control effect
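Cytotoxicity counterscreen: CellTiter-Fluor fluorescence was measured in A549 ARE_Fluc cells after 18-24 h of compound exposure in a concentration series. The subsequent BugLite luminescent read reports ARE-luciferase activity.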
HepG2 tox = HepG2 cytotoxicity, counter-screen for TGF-b inhibitors; HepG2 CAGA-GFP viability, ATP luminescence, 18 h; Potency, µM (series often up to 46.1 µM), inactives show top-dose activity change, negative = cytotoxicity, hits mostly cytotoxic; actives 0.76% (n = 410,000); AID 588856; also: some results filed as inactive show a strong effect at the top dose
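HepG2 CAGA-GFP cells (1000/well, DMEM with 1% FBS) received compound, then TGF-beta at 500 pg/mL final, and were incubated 18 hours at 37 degrees C. Viability was read by CellTiter-Glo luminescence. Media-only wells were set as complete cell-killing and DMSO as no toxicity.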
MCF10A rereplic = induces DNA re-replication in MCF 10a normal breast cells | MCF 10A DNA re-replication, Hoechst nuclear intensity, 48 h | Potency, µM (top dose mostly 46.1 µM), inactives show at the highest dose activity, positive = re-replication, hits mostly activators | actives 2.9% (n = 350,000); also: % of control where 0% means no effect; nearly all actives have a fitted effect of over 50% in size
ATXN viability = viability counter-screen for ATXN expression inhibitors. S2 cells (HEK-293 line with an ATXN2-luciferase reporter) viability, CellTiter-Fluor protease fluorescence, 24 h. Potency, µM (highest dose often 56.7 µM), most hits filed as cytotoxic. actives 0.49% (n = 400,000). AID 651635; also: nearly all actives have a fitted effect of over 40% in size
TGFb SMAD3 inh = blocks TGF-b signaling; HepG2 CAGA-GFP TGF-b/SMAD3 reporter, GFP fluorescence, 18 h; TGF-beta stimulated, 500 pg/mL final; Potency, µM (titrated, usually from 46.1 µM), inactives show at the highest dose activity, negative = inhibition, actives largely listed as inhibitors; actives 1.2% (n = 410,000); AID 588855; also: % is scaled to controls: 0 for no effect and ±100 for the full control effect; nearly all actives have a fitted effect of over 65% in size
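Cell-based qHTS in HEPG2 carrying a CAGA-GFP Smad reporter; compounds added before 500 pg/mL final TGF-beta, 18 h incubation at 37 degrees C, GFP fluorescence quantified per cell by imaging cytometry.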
* hit, by the source's call; i = inactive; ? = inconclusive; · = no result given; [ ] = remark or other dose. Calls follow the shape of the dose curve; as a rule, active = well fitted curve in the direction sought with a large enough effect; inconclusive = small, poorly fitted or top-dose-only effect, or another doubt; inactive = no such curve, though single readings can be large; an effect the other way counts as inactive or inconclusive. Potency is read from the fitted curve at half-maximal effect. These rows are one share of the data; count on the stated rates, not on these rows.

compound | Nrf2 block | ATXN2 expr inh | Nrf2 ARE act | EPAC2 antag | A549 viability | HepG2 tox | MCF10A rereplic | ATXN viability | TGFb SMAD3 inh
C=CCC[C@@H](Cc1ccc(F)cc1)C(=O)OC[C@@H](Cc1c[nH]c2ccccc12)NC(=O)[C@@H](CC=C)CC(=O)N(CCO)Cc1ccccc1 | ? | ? | -1.7% | -13% | ? | -69% | ? | ? | 13µM*
COc1ccc(NC(=O)c2ccc3snnc3c2)cc1OC | -7% | 6% | 1.1% | · | 1% | -1% | · | i | 27%
O=C(Nc1ccc(Cl)cc1)c1ccc2c(c1)N(Cc1ccccc1)CCS2 | 15% | 14% | 4.5% | · | -6% | -18% | · | ? | -12%
Cn1cccc1CNCc1ccccc1Cl | · | -5% | 0.2% | 3% | -18% | -13% | 5% | i | 1%
C/C(=C\c1ccc2c(c1)OCO2)C1Nc2cccc3cccc(c23)N1 | 17% | -4% | 11% | -12% | 1% | 1% | 1% | ? | -10%
CCOc1ccccc1/C=C(\C#N)C1=CCCC1 | 17% | 6% | -1.6% | -12% | -4% | 5% | -2% | i | 15%
O=C(CC(=O)NC1CCCCC1)N/N=C/c1ccccc1Cl | 6% | 8% | 0.1% | 21% | -4% | -57% | 8% | i | -7%
COc1ccccc1NC(=O)COC(=O)c1cc2c(s1)CCC2 | 15% | 4% | 2.2% | 6% | 0% | 6% | -8% | i | -17%
COC(=O)c1cc(C)nc(Nc2nc(C(N)Cc3ccc(Cl)cc3)cs2)n1 (configuration not stated) | · | -13% | 13% | 4% | · | -26% | · | i | -13%
Cc1ccc(C(=O)NCC(=O)NC23CC4CC(CC(C4)C2)C3)cc1 | ? | 39%[activator] | 2.5% | 1% | 0% | -9% | ? | i | -8%
CCOC(=O)c1ccc(NC(=O)c2nc[nH]c2C(=O)N2CCC(C)CC2)cc1 | 8% | 4% | -0.8% | 10% | 2% | -3% | 0% | i | ?
CC1(C)C2CCC1(C)C(NC(=O)/C=C/c1ccccc1)C2 (configuration not stated) | 13% | -25% | 1.7% | ? | 3% | -3% | 19% | i | 3%
Cn1nc(C(=O)NCCc2ccc3c(c2)OCCO3)c2ccccc2c1=O | ? | 9% | 0.3% | 9% | 1% | -22% | 6% | ? | 0%
O=S(=O)(c1ccc(NC2CCCCC2)cc1)N1CCOCC1 | ? | 1% | 0.2% | -2% | -4% | -48% | 5% | i | ?
Cc1ccc(N2CCN(CC(O)COC3CCCCC3)CC2)cc1 (configuration not stated) | -13% | -17% | 0.5% | -6% | -4% | -3% | 0% | i | -5%
CC(Sc1nc(N)cc(=O)[nH]1)C(=O)NCC(=O)Nc1ccc(F)c(F)c1F (configuration not stated) | -13% | -6% | -0.8% | 7% | -6% | -5% | -5% | i | 8%
Cc1nnc(NC(=O)CSc2nnc(Cc3cccn3C)n2C)s1 | -28% | -4% | 0.8% | 3% | 14% | 1% | 0% | i | 3%
O=C(c1ccc2c3n(nc2c1)-c1ccccc1CO3)N1CCCCC1 | ? | -7% | 0.0% | 6% | -5% | 7.1µM* | 2% | i | -11%
Cc1ccc(C(=O)/C=C/Nc2cccc(O)c2)cc1 | ? | 12% | 2.0% | -11% | -17% | -18% | 23µM* | i | -5%
COc1ccc2c(Sc3ccc(C)cc3)c(C(=O)NCC(C)c3ccccc3)[nH]c2c1 (configuration not stated) | ? | 8% | -0.6% | · | 5% | 6% | · | i | 23%
CCN(CC)CCNC(=O)c1ccc(NC(=O)/C=C/c2ccc3ccccc3n2)cc1 | ? | 5% | ? | 11% | -16% | -49% | ? | ? | 0%
COc1ccc2c(Sc3ccccc3)c(C(=O)N3CCC(C)CC3)[nH]c2c1 | 16% | ? | -1.2% | · | -1% | -115% | · | · | 14µM*
CC(=O)c1c(O)c2ccccc2n(C2CCCCC2)c1=O | -23% | -5% | -0.3% | -1% | -17% | -6% | ? | i | -13%
Cc1cc(=O)[nH]c(SCC(=O)NN(c2ccccc2)c2ccccc2)n1 | -11% | 1% | -0.6% | -11% | -1% | -9% | -3% | i | -9%
CC(C)N1C(=O)S/C(=C/c2cccnc2)C1=O | 14% | 28% | 4.2% | 5% | 3% | -32% | 4% | i | -16%

Three compounds drawn at random from the list so far, as already listed:
compound | Nrf2 block | ATXN2 expr inh | Nrf2 ARE act | EPAC2 antag | A549 viability | HepG2 tox | MCF10A rereplic | ATXN viability | TGFb SMAD3 inh
O=S(=O)(c1ccc(NC2CCCCC2)cc1)N1CCOCC1 | ? | 1% | 0.2% | -2% | -4% | -48% | 5% | i | ?
COc1ccc2c(Sc3ccccc3)c(C(=O)N3CCC(C)CC3)[nH]c2c1 | 16% | ? | -1.2% | · | -1% | -115% | · | · | 14µM*
O=C(CC(=O)NC1CCCCC1)N/N=C/c1ccccc1Cl | 6% | 8% | 0.1% | 21% | -4% | -57% | 8% | i | -7%

Next part.
compound | Nrf2 block | ATXN2 expr inh | Nrf2 ARE act | EPAC2 antag | A549 viability | HepG2 tox | MCF10A rereplic | ATXN viability | TGFb SMAD3 inh
Cc1cccn2c(=O)c3cc(C(=O)NCCCOC(C)C)sc3nc12 | -20% | -4% | 13% | -5% | 0% | -19% | 1% | i | -4%
Cc1nnc(N2CCC(C(=O)NC3CCCCC3)CC2)c2nn(-c3ccccc3)c(C)c12 | 9% | · | -0.1% | · | -4% | 5% | · | · | 4%
CCOC1=NC(=C(c2ccccc2)c2ccccc2)OC1=O | 4% | -15% | -0.9% | ? | 5% | 14% | ? | i | 4%
COc1cccc(CC(=O)Nc2nc(-c3ccc(F)c(F)c3)cs2)c1 | 0% | -29% | 4.7% | 0% | 3% | -3% | 17% | i | -27%
CC1C(=O)N(Cc2cccc(F)c2)c2ccccc2N1C(=O)c1ccccc1 (configuration not stated) | ? | -1% | -0.7% | -22% | 0% | -19% | ? | i | 0%
CC(=O)Nc1cccc(NC(=O)C2CCCN2C(=O)Nc2ccc(C)cc2)c1 (configuration not stated) | 6% | -16% | -0.3% | 11% | -5% | -1% | -1% | ? | -3%
CN(C(=O)COC(=O)c1ccc(-c2ccc(O)cc2)cc1)C1CCS(=O)(=O)C1 (configuration not stated) | 4% | -14% | -0.2% | 7% | 2% | -2% | 9% | i | -11%
O=C1NC(=O)C2(COC3(CCCC3)OC2)S1 | ? | 2% | 0.0% | 16% | -16% | 8% | 13% | i | 6%
COc1cc(OC)cc(C(=O)N/N=C/c2ccc(OC)c(COc3ccc4ccccc4c3)c2)c1 | 7% | -16% | 0.1% | 15% | -1% | -3% | ? | i | -28%
COc1ccc(Nc2nc(-c3cccc([N+](=O)[O-])c3)nc3ccccc23)c(OC)c1 | -26% | -16% | 8.0% | 6% | 1% | 3% | ? | i | 8%
O=C(NCc1nc2ccccc2[nH]1)C1=C[C@@H](c2ccc(C(F)(F)F)cc2)C[C@@H](OCc2ccc(CO)cc2)O1 | 0% | -11% | 3.6% | -30% | -11% | -28% | ? | ? | ?
Cn1c(=O)c2c(ncn2CC(=O)N/N=C/C=C\c2ccccc2[N+](=O)[O-])n(C)c1=O | 1% | 8% | -0.2% | -9% | 0% | 3% | 0% | i | 3%
CCCC(=O)Nc1ccc(N2CCCCC2)cc1 | ? | 37%[activator] | 6.4% | 3% | 0% | 0% | -7% | i | -5%
O=C(CSc1n[nH]c(=O)[nH]c1=O)N/N=C/c1ccccc1 | 6% | 2% | -0.4%[9.22 µM] | 12% | -2% | 2% | -3% | i | 0%
OC[C@@H]1CN(Cc2ccncc2)C[C@H](n2cnc3c(N4CCOCC4)ncnc32)O1 | · | 8% | 3.7% | 6% | · | -5% | · | i | -3%
CCn1c(SCC(=O)c2ccc(Cl)s2)nnc1-c1cccs1 | ? | 31%[activator] | 4.1% | -1% | -1% | -1% | 4% | i | -11%
COc1cc(C(=O)N2CCc3ccccc32)cc(OC)c1OC | -7% | 2% | 1.5% | 0% | 0% | -9% | 20% | i | 4%
OCC[C@@H]1C[C@H](O)[C@@H](O)[C@]2(CCc3ccccc3O2)O1 | -8% | 5% | -0.5% | -4% | -4% | 0% | -2% | i | -4%
COc1ccc(CN(C(=O)c2ccccc2OC)C2CCS(=O)(=O)C2)cc1 (configuration not stated) | -7% | 0% | -0.8% | 14% | 1% | 19% | ? | i | -13%
O=C(Nc1cccn(Cc2c(Cl)cccc2Cl)c1=O)c1c(Cl)cccc1Cl | ? | -23% | -0.5% | -6%[57.1 µM] | -1% | -4% | 2% | i | ?
CCCCCCCC(=O)Nc1cc(C(=O)NCc2ccc(C)cc2)ccc1N1CCC2(CC1)CC(c1cccc(Br)c1)=NO2 | 15% | 10% | -0.3% | 6% | 3% | -2% | 20% | i | 0%
Cc1c(C(=O)N2CC[C@@H](N3CCC(O)CC3)[C@H](O)C2)[nH]c2ccc(Cl)cc12 | 4% | -21% | -0.1% | -1% | 14% | -19% | 13% | i | -6%
CC(C)NS(=O)(=O)c1ccc(CCC(=O)NCc2ccc3c(c2)OCO3)cc1 | -24% | 6% | 2.2% | -4% | 4% | -4% | ? | i | 0%
O=C(NCCNc1ccc([N+](=O)[O-])cc1C(F)(F)F)c1cccc(F)c1 | ? | -22% | 4.3% | ? | ? | -42% | 19% | i | ?
CCCCCC1C(C(=O)OCC)C(=O)NC1(C(=O)OCC)C(=O)OCC (configuration not stated) | -3% | 3% | -0.6% | 0% | 0% | -32% | 0% | i | -4%
Cc1nnc(SCC(=O)N2CC(=O)Nc3ccccc32)n1Cc1ccccc1 | -15% | 1% | -0.5% | 7% | -7% | -1% | -23% | i | -4%
Cc1ccc(S(=O)(=O)NCc2ccc3c(c2)cc(C)n3C)cc1 | ? | -2% | -1.4% | 2% | 5% | -14% | -1% | i | 7%
O=C(CN1CCN(S(=O)(=O)c2ccccc2)CC1)Nc1ccccc1C(=O)NC1CC1 | -9% | -1% | -0.1% | -6% | -5% | 9% | 5% | i | 1%
COc1ccc(S(=O)(=O)N2CCOC2CNC(=O)C(=O)NCCc2ccc(OC)c(OC)c2)cc1 (configuration not stated) | ? | -13% | -0.5%[9.22 µM] | 2% | 0% | -17% | 10% | ? | ?
COc1ccccc1CNS(=O)(=O)c1ccc2[nH]c3c(c2c1)CCCCC3 | ? | 0% | 0.3% | · | ? | -57% | · | ? | 11µM*

Compound activity deposited in PubChem by National Center for Advancing Translational Sciences (NCATS).
